Bioassay records as filed in PubChem BioAssay.
HCV inh = qHTS Assay for Inhibitors of Hepatitis C Virus (HCV); hit rate 3.4% among 340,000; Potency, µM (top dose mostly 41.8 µM), inactives show at the highest dose activity change, negative = inhibition, most hits filed as inhibitors; Huh7.5.1 HCVcc-Cre infection, luciferase reporter, 44 h; AID 651820, 2012; note: potency is the fitted concentration of half-maximal effect; % is set by controls: 0 for no effect and ±100 for the full control effect
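After 44 h co-culture of compound, cells and HCVcc-Cre (~0.5 moi), substrate is added for 15 min at room temperature and luciferase measured over 15 sec. Cells were seeded at 1,000/well and pre-cultured 4 h.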
FBPA Giardia inh = qHTS Assay for Inhibitors of Fructose-1,6-bisphosphate Aldolase from Giardia Lamblia. A8B2U2. purified Giardia FBPA. Potency, µM (top dose mostly 59.6 µM), for inactives: top-dose activity, negative = inhibition, actives largely listed as inhibitors. hit rate 0.71% among 290,000. AID 2451, 2010; note: potency is the fitted concentration of half-maximal effect; % is set by controls: 0 for no effect and ±100 for the full control effect; nearly all actives have a fitted effect of over 55% in size
Target sequence (A8B2U2 whole entry, looked up): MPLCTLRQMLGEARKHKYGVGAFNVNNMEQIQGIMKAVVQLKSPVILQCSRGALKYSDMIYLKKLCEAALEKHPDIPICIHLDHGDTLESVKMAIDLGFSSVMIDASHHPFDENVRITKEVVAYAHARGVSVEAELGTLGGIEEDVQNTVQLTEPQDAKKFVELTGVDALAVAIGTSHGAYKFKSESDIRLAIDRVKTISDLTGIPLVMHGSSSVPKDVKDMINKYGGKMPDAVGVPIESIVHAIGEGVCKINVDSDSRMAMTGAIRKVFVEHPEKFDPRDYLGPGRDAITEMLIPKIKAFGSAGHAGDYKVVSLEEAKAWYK
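Giardia FBPA (40 nM reagent) was preincubated 10 min at RT with compound (up to 57.5 uM final), then substrate plus GAPDH/TPI/NAD/arsenate coupling system with diaphorase/resazurin was added; resorufin fluorescence (525/598 nm) was read after 20 min.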
Pf growth 96h = Primary qHTS for delayed death inhibitors of the malarial parasite plastid, 96 hour incubation | hit rate 6.9% among 320,000 | Potency, µM (top dose mostly 28.7 µM), for inactives: at the top dose activity change, negative = inhibition, most hits filed as inhibitors | P. falciparum luciferase reporter growth, 96 h; note: potency is the fitted concentration of half-maximal effect; % is set by controls: 0 for no effect and ±100 for the full control effect
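Readout is luminescence from an integrated firefly luciferase in P. falciparum. Red cells, 2% hematocrit and 0.05% parasitemia final, were cultured with compound through two parasite generations (96 hours) at 37 C, 5% CO2.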
Pf growth 48h = Primary qHTS for delayed death inhibitors of the malarial parasite plastid, 48 hour incubation; P. falciparum luciferase growth in erythrocytes, 48 h; Potency, µM (top dose mostly 28.7 µM), inactives show at the top dose activity change, negative = inhibition, hits mostly inhibitors; hit rate 5.9% among 310,000; AID 504832, 2011; note: potency is the fitted concentration of half-maximal effect; % is set by controls: 0 for no effect and ±100 for the full control effect
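A one-generation exposure of luciferase-tagged malaria parasites in RPMI 1640/Albumax erythrocyte culture, 37 C and 5% CO2. Inhibition is inferred from decreased luminescence after adding detection reagent.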
Shiga toxin inh = A qHTS for Small Molecule Inhibitors of Shiga Toxin; inhibition, % at 38.7 µM; hit rate 9.2% among 290,000; Vero cells, Shiga toxin protein synthesis inhibition reporter; AID 2315, 2010; in the data active = inhibition mostly above about 28%, no sharp cut-off; inactive = mostly below about 43%; note: 0% is about no effect
Cycloheximide cs = Cycloheximide Counterscreen for Small Molecule Inhibitors of Shiga Toxin. max response, %. AID 2314, 2010. cell reporter, cycloheximide protein synthesis inhibition counterscreen. hit rate 12% among 300,000; in the data active = max response mostly above about 13%, no sharp cut-off; inactive = mostly below about 14%; note: read at 38.3 µM for the half of the compounds with a filed dose; 0% is about no effect
Active calls of the source: *; ? = inconclusive; / = not tested or not shown; [ ] = another dose, or the depositor's remark. Unless noted, calls come from the whole dose curve; as a rule, active = well fitted curve in the direction sought with a large enough effect; inconclusive = small, poorly fitted or top-dose-only effect, or another doubt; inactive = no such curve, though single readings can be large; an effect the other way counts as inactive or inconclusive.

smiles	Pf growth 48h	FBPA Giardia inh	Pf growth 96h	HCV inh	Shiga toxin inh	Cycloheximide cs
Cc1ccc(OCc2nnc(SCC(=O)C(C)(C)C)n2Cc2ccco2)cc1	?	-8%	?	?	-4	-1
CN(CC(=O)Nc1ccccc1Br)C(=O)c1ccc2c(=O)n3c(nc2c1)CCC3	-15%	/	-28%	-3%	/	/
C=C(C)CC(C)(C)C	/	2%	/	/	20	-4
CC(C)(C)c1ccc(NC(=O)c2ccsc2)cc1	?	?	-22%	-25%	45*	28*
N#CCC(=O)N/N=C/c1cn(Cc2ccc(Cl)c(Cl)c2)c2ccccc12	?	2%	?	-3%	-18	1
COCCCNC(=O)[C@H](CSCc1ccccc1)N1Cc2ccccc2C1=O	-14%	-1%	1%	-16%	5	0
Cc1cccc(C)c1NC(=O)COC(=O)c1nonc1N	18%	11%	?	14%	8	-2
CC(=O)c1ccc(S(=O)(=O)N(C)CC(=O)N2CCCCCC2)cc1	4%	2%	-9%	1%	-3	-1
CCN1CCN(C(=S)Nc2ccc(Cl)cc2)CC1	?	4%	45%[activator]	-23%	-6	4
CC(=O)Nc1ccc(N=NN2CCOCC2)cc1	17%	-2%	39%[activator]	9%	73*	46*
O=C(O)C1CCN(Cc2cccnc2)CC1	12%	-6%	18%	5%	10	0
C[N+](C)(C)C(Cc1ccccc1)C(=O)[O-] (stereo not drawn)	34%[activator]	-9%	61%[activator]	12%	-4	-2
COC(=O)C1=C(c2cccc(C#N)c2)C[C@@H]2CC[C@H]1N2C(=O)NC1CC1	-18%	/	14%	0%	/	/
NCCCC(=O)N1c2ccccc2Sc2ccc(Cl)cc21	?	9%	7%	5µM*	-6	-1
CC1CCCC(C(=O)O)N1C(=O)CCSSCCC(=O)N1C(C)CCCC1C(=O)O (stereo not drawn)	/	3%	67%[activator]	20%	-17	-3
COc1ccc(N(CC(=O)N2CCN(Cc3ccccc3)CC2)S(C)(=O)=O)cc1Cl	8%	-2%	?	-10%	-8	-3
COc1ccccc1-n1nnnc1S(=O)(=O)Cc1ccc(Cl)cc1	?	-6%	?	?	-13	17*
CCN(CC)C(=O)OCc1c(-c2ccccc2)ncc2ccccc12	58%[activator]	/	41%[activator]	-25%	/	/
CCn1ncc(Br)c1C(=O)Nc1cccc(F)c1	7%	3%	-24%	2%	16	13
CC(C)CC(NC(=O)c1ccco1)C(=O)Nc1ccc2c(c1)OCCO2 (stereo not drawn)	/	-1%	?	3%	84*	72*

6 consecutive records from above, for reference:
smiles	Pf growth 48h	FBPA Giardia inh	Pf growth 96h	HCV inh	Shiga toxin inh	Cycloheximide cs
Cc1ccc(OCc2nnc(SCC(=O)C(C)(C)C)n2Cc2ccco2)cc1	?	-8%	?	?	-4	-1
CN(CC(=O)Nc1ccccc1Br)C(=O)c1ccc2c(=O)n3c(nc2c1)CCC3	-15%	/	-28%	-3%	/	/
C=C(C)CC(C)(C)C	/	2%	/	/	20	-4
CC(C)(C)c1ccc(NC(=O)c2ccsc2)cc1	?	?	-22%	-25%	45*	28*
N#CCC(=O)N/N=C/c1cn(Cc2ccc(Cl)c(Cl)c2)c2ccccc12	?	2%	?	-3%	-18	1
COCCCNC(=O)[C@H](CSCc1ccccc1)N1Cc2ccccc2C1=O	-14%	-1%	1%	-16%	5	0

The listing picks up with the 2 entries that preceded the break.
smiles	Pf growth 48h	FBPA Giardia inh	Pf growth 96h	HCV inh	Shiga toxin inh	Cycloheximide cs
CCn1ncc(Br)c1C(=O)Nc1cccc(F)c1	7%	3%	-24%	2%	16	13
CC(C)CC(NC(=O)c1ccco1)C(=O)Nc1ccc2c(c1)OCCO2 (stereo not drawn)	/	-1%	?	3%	84*	72*
Cc1ccsc1CN(C)C(=O)CN1C(=O)NC(c2ccccc2)(c2ccccc2)C1=O	13µM*	/	9.3µM*	14%	/	/
CC1CCCN(S(=O)(=O)c2ccc(C(=O)Nc3nnc(-c4ccncc4)o3)cc2)C1 (stereo not drawn)	?	7.1µM*	?	?	19	6
O=C(C1CCCN1C(=O)c1cccs1)N1CCN(Cc2ccc3c(c2)OCO3)CC1 (stereo not drawn)	-6%	-3%	-36%	-15%	-1	-3
O=C(Cn1c(-c2cscn2)nc2ccccc21)Nc1ccc2ccccc2c1	0%	9%	5%	?	28	16
Cc1ccc(N2CCN(C(=O)C3CCCN(c4ncnc5c4nc4n5CCCCC4)C3)CC2)c(C)c1 (stereo not drawn)	?	/	15µM*	12%	-1	1
O=C(N/N=C/c1ccc([N+](=O)[O-])cc1)c1cccc(N2CCCC2=O)c1	-13%	2%	-16%	-20%	-12	12
O=C(c1ccc(OC2CCN(Cc3cccc(OCCO)c3)CC2)cc1)N1CCCC1	?	/	0%	-11%	-3	-4
O=C(Cn1cnc([N+](=O)[O-])n1)N/N=C/c1ccc(O)cc1O	?	-2%	-2%	?	9	-6
COc1ccccc1CNS(=O)(=O)c1ccc2c(c1)N(C(C)=O)CC(C)S2 (stereo not drawn)	-20%	/	54%[activator]	-15%	-10	4
Cc1ccc(-c2cc(C(=O)Nc3ccc(S(=O)(=O)Nc4onc(C)c4C)cc3)[nH]n2)c(O)c1	6%	9%	5%	-2%	2	-1
COc1ccc(Br)cc1S(=O)(=O)Nc1cccc(C)n1	9%	0%	33%[activator]	?	-14	-3
CN(C)/C=C1\C(=O)N(c2ccc(Oc3ccccc3)cc2)CS1=O (stereo not drawn)	31%[activator]	1%	11%	9%	-4	-2
O=C(C[n+]1cccc2ccccc21)c1ccc(Br)cc1	?	-11%	?	?	-7	-3
Cn1c(CCN2CCCCC2)nc2cc(NC(=O)C3CCCCC3)ccc21	13%	-13%	13%	5%	-5	-4
CCOc1ccccc1NC(=O)C1CC(=O)n2ncnc2N1 (stereo not drawn)	/	-2%	10%	10%	-6	-4
CCOCCCNC(=S)NNC(=O)CCn1nc(C)c(Br)c1C	3%	9%	/	-2%	-7	-5
COc1ccc(C(=O)N2CCN(C(=O)CC(C)C)CC2)cc1OC	0%	5%	63%[activator]	19%	-17	-5
Cc1ccccc1NCC(=O)N/N=C/c1c(C)c(C(=O)c2ccc(Cl)cc2)n2ccccc12	13µM*	3%	4.7µM*	?	16	3
CCCCOc1ccc(C(=O)N(CC)CC(=O)NCc2cccs2)cc1	-6%	/	2%	-3%	8	8
Cc1ccc(C(=O)COC(=O)C2CC(=O)N(c3nc(-c4ccccc4)cs3)C2)cc1 (stereo not drawn)	/	0%	-15%	5%	-18	-7

(more compounds)
smiles	Pf growth 48h	FBPA Giardia inh	Pf growth 96h	HCV inh	Shiga toxin inh	Cycloheximide cs
O=C1NCCCC1C(=O)N1CCN(C(=O)c2ccco2)CC1 (stereo not drawn)	7%	0%	55%[activator]	7%	17	-3
O=C(NNC(=O)c1cccc2ccccc12)c1ccccc1O	?	/	?	?	-9	-2
CC(OC(=O)C1CC1C)C(=O)Nc1ncc(Cl)cc1Cl (stereo not drawn)	3%	/	17%	-14%[8.37 µM]	/	/
COc1cc(-c2noc(-c3ccco3)n2)cc(OC)c1OC	-14%	0%	-6%	13µM*	80*	18*
Cc1c(-c2ccc(Br)cc2)nc2ccccn12	209%[activator]	-7%	164%[activator]	-21%	49*	29*
COc1cc(/C=C2/CCc3ccccc3C2=O)cc(OC)c1OC	?	-6%	?	?	13	11
CCOC(=O)c1sc2nc(NC(=O)COc3ccccc3)sc2c1C	/	5%	1.7µM*	5%	0	1
Cc1ccc(NS(=O)(=O)c2ccc(F)cc2)nc1	-3%	-8%	?	1%	-8	-4
COc1ccc(CCC(=O)NCc2ccc3c(c2)OCO3)cc1	7%	11%	11%	18%	-3	-2
Cc1ccccc1C(OCC(O)CN1CCN(CCO)CC1)c1ccccc1 (stereo not drawn)	-20%	?	-28%	4%	-18	-2
Cc1ccc2oc(-c3ccco3)cc(=O)c2c1	120%[activator]	-1%	/	?	71*	39*
Oc1ccccc1C1OCC2(CO1)COC(c1ccccc1O)OC2 (stereo not drawn)	-3%	3%	0%	1%	-4	-5
Cc1cccc2c1NC(=O)C21OCC(CO)([N+](=O)[O-])CO1 (stereo not drawn)	7%	-6%	2.6µM*	15%	-8	-3
CCOc1ccc(N2CSC(=S)N(c3ccc(OCC)cc3)C2)cc1	0%	-14%	2%	?	-8	-1
Nc1nc2ccccc2n1/N=C/c1ccc([N+](=O)[O-])s1	?	4%	1.5µM*	3.5µM*	14	6
Cc1ccc(S(=O)(=O)N2CCCC2C(=O)OCc2nc3sc(C)c(C)c3c(=O)[nH]2)cc1 (stereo not drawn)	7%	-10%	-8%	2%	-12	1
Cc1ccc(Cl)cc1N1CCN(CC(=O)NC2CCCc3ccccc32)CC1 (stereo not drawn)	?	2%	?	?	-2	-1
COc1cccc(C(=O)NCCS(=O)(=O)NC(C)CCc2ccccc2)c1 (stereo not drawn)	?	/	?	5%	/	/
Cc1cc(C(=O)NC2CCCC2)c2ccccc2n1	5%	/	42%[activator]	-2%	-5	9
Cc1cccc(S(=O)(=O)c2c(N)n(-c3ccccc3)c3nc4ccccc4nc23)c1	?	-1%	9.3µM*	?	1	-3

Results in FBPA Giardia inh and Pf growth 48h, for 2 of the compounds above:
Structure | FBPA Giardia inh | Pf growth 48h
CCOC(=O)c1sc2nc(NC(=O)COc3ccccc3)sc2c1C | 5% | /
COc1cccc(C(=O)NCCS(=O)(=O)NC(C)CCc2ccccc2)c1 (stereo not drawn) | / | ?

Other results.
smiles	Pf growth 48h	FBPA Giardia inh	Pf growth 96h	HCV inh	Shiga toxin inh	Cycloheximide cs
CCCNC(=O)NC(=O)COc1ccc2oc3ccccc3c2c1	18%	1%	/	0%	8	7
COc1ccc(Cl)cc1N(CC(=O)NC1CC1)S(=O)(=O)c1ccc(C)c([N+](=O)[O-])c1	-13%	-1%	?	9%	-11	-1
O=C(CN1CCCCC1)Nc1ccc(N2CCCCCC2)cc1	?	?	24%	-25%	44	17*
Cc1cccc(N2CCN(C(=O)CNC(=O)c3cccc([N+](=O)[O-])c3)CC2)c1C	-13%	-6%	?	11µM*	-9	-7
CS(=O)(=O)N(CC(=O)NCCc1ccccc1)c1cccc([N+](=O)[O-])c1	5%	2%	-10%	6%	45	16
